# Source: PubChem BioAssay
# IDE act – activators of human insulin-degrading enzyme in cells; HEK cells, FAbeta-B cleavage, fluorescence polarization; 0% vehicle, 100% cell-free pure enzyme wells; activation, % at 5.96 µM; 340,000 tested, 0.073% active; P14735;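 active = activation above the mean of all tested compounds plus 3 SD, set per screening campaign, cut at about 17% in these data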
# Target sequence (P14735 whole entry, looked up): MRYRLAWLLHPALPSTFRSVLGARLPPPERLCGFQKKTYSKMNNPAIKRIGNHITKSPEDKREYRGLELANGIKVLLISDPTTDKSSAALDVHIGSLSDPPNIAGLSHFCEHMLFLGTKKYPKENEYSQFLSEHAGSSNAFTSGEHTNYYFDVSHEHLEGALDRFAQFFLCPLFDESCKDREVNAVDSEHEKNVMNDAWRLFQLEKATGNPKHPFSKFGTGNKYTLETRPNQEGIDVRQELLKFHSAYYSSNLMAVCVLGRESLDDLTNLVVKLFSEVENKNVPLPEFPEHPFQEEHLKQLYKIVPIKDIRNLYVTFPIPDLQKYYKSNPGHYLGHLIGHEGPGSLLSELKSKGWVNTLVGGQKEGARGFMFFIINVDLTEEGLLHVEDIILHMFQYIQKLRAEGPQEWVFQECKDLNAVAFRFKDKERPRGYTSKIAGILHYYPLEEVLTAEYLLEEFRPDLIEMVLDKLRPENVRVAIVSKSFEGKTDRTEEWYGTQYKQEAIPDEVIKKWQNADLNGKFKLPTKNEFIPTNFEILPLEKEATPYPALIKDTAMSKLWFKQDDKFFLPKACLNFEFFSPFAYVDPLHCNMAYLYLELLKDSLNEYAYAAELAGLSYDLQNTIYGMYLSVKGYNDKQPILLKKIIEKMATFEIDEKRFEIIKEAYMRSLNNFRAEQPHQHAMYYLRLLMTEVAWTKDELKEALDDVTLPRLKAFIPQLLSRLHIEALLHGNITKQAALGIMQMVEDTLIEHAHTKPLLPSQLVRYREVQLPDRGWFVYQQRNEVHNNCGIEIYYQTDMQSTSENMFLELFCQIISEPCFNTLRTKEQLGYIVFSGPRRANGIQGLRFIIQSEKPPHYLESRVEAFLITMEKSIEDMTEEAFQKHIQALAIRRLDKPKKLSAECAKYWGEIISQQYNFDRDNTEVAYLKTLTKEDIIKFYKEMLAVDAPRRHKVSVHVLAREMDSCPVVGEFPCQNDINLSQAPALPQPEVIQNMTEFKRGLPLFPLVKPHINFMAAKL
# MEKK2mut PB1 HTS – signal of MEK5 binding to mutant human MEKK2 PB1 domain | bead flow cytometry, Alexa488-MEK5 binding to MEKK2 mutant | percent response, % at 10 µM | 290,000 tested, 0.35% active | AID 1530; in the data active = percent response above about 24%, passing the limit was not always enough; note: inactives centre near 1; some results filed as inactive read as strong as hits; reference of the scale not given here
# IDE cell inh – cellular human IDE inhibition; inhibition, % at 5.59 µM; 320,000 tested, 0.41% active; HEK cells, FAbetaB cleavage, fluorescence polarization; AID 434962; P14735;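 active = percent inhibition above the average of all tested compounds plus 3 SD, set per screening campaign, cut at about 16% in these data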;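 note: IDE supplied by intact live HEK cells; FP after avidin binding of uncleaved biotin substrate so inhibition keeps polarization high; 0% = DMSO wells and 100% = 60 µM reference IDE inhibitor Ii1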
# SUMO HTRF inh – blocks human SUMOylation mediated by UBC9 | 290,000 tested, 0.36% active | HTRF SUMOylation assay, SAE1/SAE2 + UBC9, in vitro | AID 2006 | inhibition, % at 35 µM | P63279; in the data active = inhibition above about 50%, passing the limit was not always enough; note: strong numbers were not always called active
# MEKK2 WT-MEK5 – raises or lowers MEK5 binding to wildtype human MEKK2 PB1 domain; bead flow cytometry, Alexa488-MEK5 binding to MEKK2 WT; actives lie on both sides; binding response (% of control), % at 10 µM; Q9Y2U5; 290,000 tested, 1.1% active; in the data active = binding response below about 67% or above about 130%
# pCIP destab – p/CIP protein destabilization. 290,000 tested, 0.01% active. decrease of EGFP signal, % at 10 µM. F442A p/CIP-EGFP cells, EGFP fluorescence, 16 h. AID 1984;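 active = EGFP signal decrease of at least 30% at 10 µM or well 3 SD below plate mean, unless failing retest; inactive = the rest, including hits failing retest or dose response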; note: some compounds called inactive have numbers as strong as hits; many of its hits are not listed in these tables
# NALP1 yeast inh – blocks the NALP1 inflammasome reconstituted in yeast; S. cerevisiae NALP1/ASC/caspase-1 growth, X-gal OD620, 72 h; inhibition, % at 10 µM; 280,000 tested, 0.61% active; in the data active = inhibition mostly above about 24%, no sharp cut-off; inactive = mostly below about 32%; note: some compounds called inactive have numbers as strong as hits
# MEKK3 PB1 HTS – raises or lowers MEK5 binding to the human MEKK3 PB1 domain; 290,000 tested, 1.4% active; binding response (% of control), % at 10 µM; bead-based flow cytometry, Alexa488-MEK5 binding to MEKK3; actives lie on both sides; 0 = blocked by unlabeled MEK5, 100 = vehicle;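 active = binding response more than 3 SD above or below the average of its plate-row segment, actives on both sides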;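 note: Alexa488 bead fluorescence after subtracting the streptavidin-only scavenger bead signal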
# PfM18AAP inh – PfM18AAP enzyme inhibition; 290,000 tested, 1.2% active; inhibition, % at 7.35 µM; recombinant PfM18AAP, H-Glu-NHMec fluorogenic cleavage; AID 1822;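 active = inhibition above the campaign mean inhibition over all tested compounds plus 3 SD, cut at about 28% in these data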;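 note: 0% = plate median of test compound wells and 100% = 2 mM ZnCl2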
# Numbers without * were called inactive; . = no result given.
molecule	IDE act	MEKK2mut PB1 HTS	IDE cell inh	SUMO HTRF inh	MEKK2 WT-MEK5	pCIP destab	NALP1 yeast inh	MEKK3 PB1 HTS	PfM18AAP inh
CCOc1cc(/C=C2/NC(=O)N(CC(=O)OC)C2=O)ccc1O	5	6	2	5	106	11	-2	106	-5
COC(=O)Cn1cnc2sc(C)c(S(=O)(=O)N3CCC(C)CC3)c2c1=O	8	9	-2	2	112	-15	33	108	-3
O=c1c(Cc2ccccc2)c(O)ccn1CCc1cnc[nH]1	-1	-7	-6	19	93	-5	13	99	7
Cc1ccc(S(=O)(=O)NCCNC(=O)c2ccc(C)nc2)cc1	4	-1	-16	12	95	1	-3	100	5
Cc1ccc(C(=O)N2CCC(C(N)=O)CC2)cc1C	-5	-4	3	2	95	4	-2	98	5
CC(CC(=O)N1CCN(c2ccc(C(F)(F)F)cn2)CC1)n1ccnc1 (stereo not given)	2	-4	8	1	109	-1	36	105	2
CCN(CC)C(=O)Cn1cnc2sc(C(=O)N3CCN(Cc4ccc5c(c4)OCO5)CC3)c(C)c2c1=O	0	5	-1	18	106	-2	6	103	7
O=C(CCNC(=O)N1CC(=O)Nc2ccccc21)Nc1cccc(Cl)c1	-1	0	2	-4	100	-11	-20	97	8
CC(=O)O[C@H]1CSC[C@H]1NC(=O)c1ccccc1	-3	3	2	2	106	-6	-2	85	-5
COc1ccc2c(c1OC)C(=O)N1N=C(c3ccc(F)cc3)CC21 (stereo not given)	1	-8	2	4	99	-9	7	101	6
CC1CCCCC1NC(=O)/C(C#N)=C/c1ccc(F)c(F)c1 (stereo not given)	-2	-2	7	-12	88	7	40	85	-1
Cc1ccc(N=Nc2ccc(O)c3ncccc23)cc1C	2	-11	-7	12	86	-1	4	99	-6
CNS(=O)(=O)c1ccc(N=Cc2c(C)[nH]n(-c3ccc(C)cc3C)c2=O)cc1	.	-1	5	20	93	4	-5	101	-2
O=C(NCCCN1CCN(c2ccccc2F)CC1)Nc1ccccc1[N+](=O)[O-]	4	0	-4	-18	113	9	-8	108	-12
Cc1ccc(C)c(N(C(=O)CCC(=O)Nc2cc(C)on2)C(C(=O)NC2CCCC2)c2ccco2)c1 (stereo not given)	0	10	5	11	105	-10	6	104	2
CCCN(CC(=O)Nc1ccccc1C)CC(=O)Nc1ccc(Br)cc1F	2	4	4	1	111	-14	30	107	-13
CN(C)c1nc(N)nc(CSc2nnnn2-c2cccc3ccccc23)n1	4	-3	6	6	98	9	-6	102	-4
Cc1cc(=O)n(CCC(=O)O)c2ccccc12	2	2	-2	15	102	-1	12	103	-1
C=CCCC(=O)N1CCCC(C(=O)c2cccc(OC)c2)C1 (stereo not given)	4	14	5	-4	109	49	3	111	5
C/C(=N/NS(=O)(=O)c1ccc(F)cc1)c1ccncc1	4	9	-1	4	112	-16	6	105	23
CC(=O)c1cccc(NC(=O)c2cc(C(C)C)on2)c1	5	1	-1	15	101	-11	7	100	-2
O=C(Nc1cc(C(F)(F)F)ccc1N1CCCCC1)c1cccc([N+](=O)[O-])c1	4	5	-4	0	104	-11	0	102	6
CN(C)S(=O)(=O)Oc1ccc(C(=O)Nc2ccc([N+](=O)[O-])cc2)cc1	-2	0	1	13	98	-3	2	105	1
O=C(Cc1ccccc1)Nc1cccc(C(=O)N/N=C/c2ccco2)c1	1	-1	-2	-8	97	-6	21	99	-1
O=C(Nc1nc2c(Cl)cccc2s1)c1ccc(Br)o1	-6	2	-2	-68	96	-13	9	101	0
CC1=C(C(=O)OCC(C)C)C(c2ccc(Br)s2)NC(=O)N1 (stereo not given)	-10	2	8	16	98	-3	18	102	2
C=CCOc1ccc(CNn2nnnc2N)cc1	11	.	-3	13	.	-1	11	.	-15
Cc1ccccc1NC(=O)CCN1C(=O)CSC1=O	0	3	5	4	105	-6	-11	107	0
O=C(Nc1ccccc1-c1nnn(CC(=O)N2CCOCC2)n1)c1ccccc1F	-3	10	0	-5	111	5	0	107	2
Cn1c(=O)c2c(nc(N3CCc4ccccc4C3)n2Cc2ccccc2F)n(C)c1=O	-3	9	-4	19	107	-21	10	105	-2
Cc1onc(-c2ccccc2)c1C(=O)Nc1sc2c(c1C#N)CCC(C)C2 (stereo not given)	-1	1	2	-22	98	-4	12	101	-4
CCCNC1=C(C)C(=O)CC1	8	-7	-3	17	95	10	23	90	3
O=C(COc1ccc(Cl)cc1Cl)Nc1ccc(CN2CCCCC2)cc1	2	6	3	6	123	2	20	104	-6
O=C(O)c1ccc(OCCCCCCOC2CCCCO2)cc1 (stereo not given)	1	4	-1	2	100	0	5	102	5
CCCCCCCOc1ccc(C2CC(=O)N(C)C2=O)cc1 (stereo not given)	5	9	-3	4	111	2	12	107	-7
COc1cccc(/C=C/C(=O)c2ccc(C)c([N+](=O)[O-])c2)c1	3	-3	3	-15	89	14	34	91	14
O=C(COc1ccccc1)NCCSCc1ccco1	4	-4	14	4	87	1	39	88	-1
CC[C@@H](C)[C@H](CN[C@H](CNC)[C@@H](C)O)NCCc1ccc(OC)cc1	4	-6	1	-15	106	8	7	101	-10
Oc1[nH]c(=S)sc1/C=C1\C(c2ccccc2)=Nc2ccccc21	-14	2	18*	19	84	-11	14	94	-2
CC1=C(C#N)C(Nc2cccc(C)n2)(C(F)(F)F)C(=O)N1 (stereo not given)	5	11	2	-30	129	9	4	112	0
O=C(Nc1ccccc1)Nc1ccc(Cl)c([N+](=O)[O-])c1	4	2	-4	4	105	-1	21	102	-9
CC1CCN(C(=O)Cn2cc3c(n2)CCCC3)CC1	0	2	4	-3	104	1	21	102	-5
Cc1nn(C)cc1CNC(=O)c1cccc(F)c1	1	0	-3	0	103	-10	15	107	2
CCOc1ccc(/C=N/Nc2cc(=O)n(C)c(=O)n2C)cc1	-1	-2	-3	48	98	-6	6	99	-6
O=C(Nc1ccccc1N1CCOCC1)c1cccc(Oc2ccccc2)c1	-2	-2	3	-9	93	-3	3	97	4
CCCCCCCCC(=O)NCCOc1ccc(OC)cc1	5	-2	-1	10	97	-12	35	91	-1
COc1ccc(OC)c(C(=O)CSc2nnc(-c3cccs3)n2C)c1	2	3	2	8	102	3	6	102	0
CCO[C@@H]1OC(C(N)=O)=C[C@H](c2ccc3c(c2)OCO3)[C@H]1CCCO	3	3	-1	10	92	-5	2	96	26
N#C/C(=C\c1c(N2CCCCC2)nc2ccccn2c1=O)S(=O)(=O)c1ccccc1	4	-12	1	8	88	-7	3	88	-2
CC(=O)N1CC(C)Oc2ccc(S(=O)(=O)NC(CC(=O)O)c3ccccc3C)cc21 (stereo not given)	5	7	-1	5	103	-6	-17	99	2
CC(Oc1ccccc1)c1ccnc2nc(N3CCOCC3)nn12 (stereo not given)	1	-5	8	8	83	-10	-22	78	-5
CCOc1ccc(C(=O)NC2=NCCS2)cc1	.	-6	-3	4	98	9	14	100	4
COc1nc(N(C)C)nc(N(OC)S(=O)(=O)c2ccccc2Cl)n1	6	3	13	-2	109	-4	5	111	2
Cc1cc(C)c(S(=O)(=O)N(C)CC(=O)N2CCCCC2)c(C)c1	5	13	5	16	106	-10	16	105	-2
Nn1c(COc2ccccc2)nnc1SCc1cc(=O)[nH]c2ccccc12	6	0	0	2	94	-5	6	94	4
COCc1cc(/C=N\NC(=O)COc2ccc(Cl)cc2)ccc1OC	3	2	6	-16	108	-21	23	99	0

# Compound profiles, as listed above. Screens in order: IDE act	MEKK2mut PB1 HTS	IDE cell inh	SUMO HTRF inh	MEKK2 WT-MEK5	pCIP destab	NALP1 yeast inh	MEKK3 PB1 HTS	PfM18AAP inh
# N#C/C(=C\c1c(N2CCCCC2)nc2ccccn2c1=O)S(=O)(=O)c1ccccc1 across the screens: 4	-12	1	8	88	-7	3	88	-2
# Nn1c(COc2ccccc2)nnc1SCc1cc(=O)[nH]c2ccccc12 across the screens: 6	0	0	2	94	-5	6	94	4
# COc1nc(N(C)C)nc(N(OC)S(=O)(=O)c2ccccc2Cl)n1 across the screens: 6	3	13	-2	109	-4	5	111	2

# Later entries:
molecule	IDE act	MEKK2mut PB1 HTS	IDE cell inh	SUMO HTRF inh	MEKK2 WT-MEK5	pCIP destab	NALP1 yeast inh	MEKK3 PB1 HTS	PfM18AAP inh
CCn1c(CNc2ccc(Cl)cc2)nnc1SCc1ccc(Cl)cc1	2	1	-2	-12	94	11	5	96	11
CCOC(=O)c1ccc(CNC(=O)Cn2nnc(-c3ccc(C)cc3)n2)o1	-3	.	2	22	.	-3	-6	.	-13
COc1cc(OC)cc(C(=O)NCCOC23CC4CC(CC(C4)C2)C3)c1	1	-1	0	-2	98	-1	6	95	2
Cc1ccc(Cn2nnnc2CN2CCC(O)(c3ccc(F)cc3)CC2)cc1	0	1	7	14	103	-5	-2	106	-4
Fc1ccccc1NC(=S)NNc1ncc(C(F)(F)F)cc1Cl	2	.	4	-14	.	5	20	.	28*

# Grouped by structure: the compounds so far with an aryl methoxy group
molecule	IDE act	MEKK2mut PB1 HTS	IDE cell inh	SUMO HTRF inh	MEKK2 WT-MEK5	pCIP destab	NALP1 yeast inh	MEKK3 PB1 HTS	PfM18AAP inh
COc1ccc2c(c1OC)C(=O)N1N=C(c3ccc(F)cc3)CC21 (stereo not given)	1	-8	2	4	99	-9	7	101	6
C=CCCC(=O)N1CCCC(C(=O)c2cccc(OC)c2)C1 (stereo not given)	4	14	5	-4	109	49	3	111	5
COc1cccc(/C=C/C(=O)c2ccc(C)c([N+](=O)[O-])c2)c1	3	-3	3	-15	89	14	34	91	14
CC[C@@H](C)[C@H](CN[C@H](CNC)[C@@H](C)O)NCCc1ccc(OC)cc1	4	-6	1	-15	106	8	7	101	-10
CCCCCCCCC(=O)NCCOc1ccc(OC)cc1	5	-2	-1	10	97	-12	35	91	-1
COc1ccc(OC)c(C(=O)CSc2nnc(-c3cccs3)n2C)c1	2	3	2	8	102	3	6	102	0
COc1nc(N(C)C)nc(N(OC)S(=O)(=O)c2ccccc2Cl)n1	6	3	13	-2	109	-4	5	111	2
COCc1cc(/C=N\NC(=O)COc2ccc(Cl)cc2)ccc1OC	3	2	6	-16	108	-21	23	99	0
COc1cc(OC)cc(C(=O)NCCOC23CC4CC(CC(C4)C2)C3)c1	1	-1	0	-2	98	-1	6	95	2

# This is a subset; rates above refer to the full screens.
